Tat export inh: blocks Tat-dependent protein export in E. coli; inhibition, % at 10 µM; 340,000 compounds, 0.036% hits; E. coli MC4100 TorA-mCherry Tat export, fluorescence;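 active = mean replicate inhibition at least 50% and at least half of replicates individually reaching 50%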;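 also: exported cargo escapes ClpAP degradation while cytoplasmic cargo is degraded and loses fluorescence; 0% = median of neutral control wells and 100% = median of NaSCN control wells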
CAL PDZ FP-1: blocks peptide binding to human CAL PDZ domain; purified CAL PDZ, TMR-peptide fluorescence polarization, 1 h; inhibition, % at 20 µM; 330,000 compounds, 0.02% hits; AID 504414;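 active = highest replicate inhibition of at least 40%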;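 also: plate controls were DMSO neutral control wells for no effect and unlabeled competitor peptide control wells for full effect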
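System: tagged CAL PDZ domain. Schedule: 1 h room-temperature incubation prior to read. Signal: fluorescence polarization (mP). Measure: percent inhibition from loss of millipolarization.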
V-ATPase pHluor: regulators of yeast V-ATPase proton transport. S. cerevisiae, pHLuorin cytosolic pH fluorescence. response, % at 10 µM. 350,000 compounds, 0.37% hits; in the data active = response mostly above about 7.3%, no sharp cut-off; inactive = mostly below about 5.4%; also: actives read high; inactives centre near 0; some compounds called inactive have numbers as strong as hits; reference of the scale not given here
CAL PDZ FP-2: inhibitors of human CAL PDZ peptide binding. purified CAL PDZ, TMR-peptide fluorescence polarization, 1 h. AID 602252. Q9HD26. 300,000 compounds, 0.92% hits. inhibition, % at 24.9 µM;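 active = mean inhibition of at least 30% with at least half of replicates also reaching 30%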;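 also: 0% = DMSO neutral control and 100% = excess unlabeled competitor peptide PRC23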
MITF TRPM1 HTS: MITF TRPM1 promoter activation in melanoma cells; SK-MEL-5 TRPM1-promoter luciferase, 24 h; % of positive control, neutral wells = 0; activation, % at 12.5 µM; 300,000 compounds, 0.75% hits;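 active = mean activation of at least 80% with every replicate also reaching 80%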;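 also: 0% = neutral control wells and 100% = parthenolide positive control wells; values of inactives mirror those of a sister screen read the other way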
Rtt109 HAT inh: blocks Candida albicans Rtt109/Vps75 acetyltransferase activity; inhibition, % at 34.9 µM; Q5AAJ8; AID 540336; 330,000 compounds, 0.16% hits; purified Rtt109/Vps75, ThioGlo CoA-SH fluorescence, 4 h;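 active = inhibition of at least 50% in every replicate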
Target sequence (Q5AAJ8 whole entry, looked up): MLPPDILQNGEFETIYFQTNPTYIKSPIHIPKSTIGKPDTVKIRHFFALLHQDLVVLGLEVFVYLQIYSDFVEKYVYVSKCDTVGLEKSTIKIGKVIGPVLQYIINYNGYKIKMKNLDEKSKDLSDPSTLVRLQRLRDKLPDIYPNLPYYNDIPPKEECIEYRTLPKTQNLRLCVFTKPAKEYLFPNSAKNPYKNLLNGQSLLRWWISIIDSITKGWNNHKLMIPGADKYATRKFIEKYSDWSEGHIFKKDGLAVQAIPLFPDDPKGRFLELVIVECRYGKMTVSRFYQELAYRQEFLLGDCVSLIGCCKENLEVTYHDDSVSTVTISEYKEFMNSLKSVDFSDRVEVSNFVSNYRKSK
RTF Ca sens act: increases calcium sensitivity of human cardiac regulated thin filaments | P19429+P45379 | IANBD-labeled TnC RTF fluorescence at EC20 calcium; 0% EC20 calcium, 100% full calcium | activation, % at 7.2 µM | 340,000 compounds, 0.24% hits;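 active = activation above the mean over all tested compounds plus 3 SD, cut at about 30% in these data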;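 also: rise in fluorescence read as greater calcium sensitivity of cardiac thin filaments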
Wnt bcat act: Wnt/beta-catenin pathway activation; AID 743398; Wnt/beta-catenin reporter cell assay, activator, plate reader; activation, % at 9.35 µM; 300,000 compounds, 1.2% hits; in the data active = activation above about 30%, passing the limit was not always enough;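 also: 0% = neutral control wells and 100% = positive control wells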
CDK5 inh: inhibitors of human CDK5/p35 kinase | Q00535+Q15078 | Recombinant CDK5/p35, ADP-Glo luminescence, 60 min | inhibition, % at 10 µM | 330,000 compounds, 0.01% hits;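 active = highest replicate inhibition of at least 50% and at least 75% of replicates reaching 50%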;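 also: plate controls were DMSO neutral control for no effect and GW8510 at 10 µM for full effect; many of its hits are not listed in these tables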
Target sequence (Q00535 whole entry, looked up): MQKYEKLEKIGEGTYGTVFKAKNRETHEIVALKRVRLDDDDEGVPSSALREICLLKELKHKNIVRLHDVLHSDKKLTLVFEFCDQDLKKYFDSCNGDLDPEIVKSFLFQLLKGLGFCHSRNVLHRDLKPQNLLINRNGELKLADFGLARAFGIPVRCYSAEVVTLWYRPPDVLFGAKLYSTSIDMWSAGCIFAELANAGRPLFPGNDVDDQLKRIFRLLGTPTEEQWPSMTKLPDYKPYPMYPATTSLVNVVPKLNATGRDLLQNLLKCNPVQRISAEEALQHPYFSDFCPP
Target sequence (Q15078 whole entry, looked up): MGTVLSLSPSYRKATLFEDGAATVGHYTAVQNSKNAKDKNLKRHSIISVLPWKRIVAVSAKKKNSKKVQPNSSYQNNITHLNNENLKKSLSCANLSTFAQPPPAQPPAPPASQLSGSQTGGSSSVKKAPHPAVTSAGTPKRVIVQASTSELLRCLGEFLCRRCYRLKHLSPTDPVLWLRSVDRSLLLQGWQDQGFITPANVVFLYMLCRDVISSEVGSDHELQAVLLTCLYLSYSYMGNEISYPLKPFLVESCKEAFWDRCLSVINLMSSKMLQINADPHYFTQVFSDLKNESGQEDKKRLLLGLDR
dFosB activator: enhances mouse delta FosB homodimer DNA binding | AID 493131 | purified delta FosB, TAMRA-CDK5 oligo fluorescence polarization; percent of positive-control signal above neutral wells | 340,000 compounds, 0.99% hits | P13346 | activation, % at 25 µM;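 active = mean activation above about 17%, with every replicate also reaching it, limit read from the data, passing the limit was not always enough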;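 also: fluorescence polarization rise as delta FosB binds a TAMRA Cdk5 AP-1 oligo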
Starred values were filed as active, the others as inactive; x = not tested or not shown.

Sample of the layout (3 entries):
SMILES | Tat export inh | CAL PDZ FP-1 | V-ATPase pHluor | CAL PDZ FP-2 | MITF TRPM1 HTS | Rtt109 HAT inh | RTF Ca sens act | Wnt bcat act | CDK5 inh | dFosB activator
C[C@@H]1CN([C@@H](C)CO)C(=O)c2cc(NS(=O)(=O)c3cccs3)ccc2O[C@H]1CN(C)Cc1ccc(C(F)(F)F)cc1 | 11 | 0.1 | 2 | -3 | -1 | 4 | -13 | -7 | -0.3 | -2
COc1cccc(OC)c1C(=O)Nc1nnc(C(C)C)s1 | -15 | -1.6 | -6 | -2 | -3 | -7 | 2 | x | 0.2 | -3
CCOC(=O)N1CCN(C(=O)CN(c2ccc(OC)cc2)S(C)(=O)=O)CC1 | 3 | -1.2 | -1 | -1 | x | -3 | -2 | x | 0.5 | -3

The listing (from the top)
SMILES | Tat export inh | CAL PDZ FP-1 | V-ATPase pHluor | CAL PDZ FP-2 | MITF TRPM1 HTS | Rtt109 HAT inh | RTF Ca sens act | Wnt bcat act | CDK5 inh | dFosB activator
C[C@@H]1CN([C@@H](C)CO)C(=O)c2cc(NS(=O)(=O)c3cccs3)ccc2O[C@H]1CN(C)Cc1ccc(C(F)(F)F)cc1 | 11 | 0.1 | 2 | -3 | -1 | 4 | -13 | -7 | -0.3 | -2
COc1cccc(OC)c1C(=O)Nc1nnc(C(C)C)s1 | -15 | -1.6 | -6 | -2 | -3 | -7 | 2 | x | 0.2 | -3
CCOC(=O)N1CCN(C(=O)CN(c2ccc(OC)cc2)S(C)(=O)=O)CC1 | 3 | -1.2 | -1 | -1 | x | -3 | -2 | x | 0.5 | -3
Cc1cccc(C2=NN(c3ccccc3)[C@@H](C(=O)N3CCOC3=O)[C@@H]2c2ccc(F)cc2)c1 | 3 | -1.8 | 0 | 1 | -6 | 0 | 3 | -1 | 0.7 | -11
O=C(CC1Sc2ncnn2C1=O)Nc1ccccc1 (stereo not given) | -2 | -2.3 | -10 | x | -7 | -10 | 10 | 0 | -1.7 | -4
COc1ccc(S(=O)(=O)NCC2CCCN(C(=O)c3cccnc3C)C2)cc1 (stereo not given) | -7 | -1.1 | -1 | 7 | 1 | 26 | 1 | -1 | 0.4 | -4
COc1cc(F)c(C(=O)NC(C)(C)CO)cc1OC | 3 | 0.0 | 9 | -3 | 9 | 2 | 1 | 0 | 0.4 | -4
CC(C)n1c(N2CCN(C(=O)NCc3ccccc3)CC2)nc2ccccc21 | 6 | -2.1 | -4 | 0 | x | -1 | 8 | -2 | 0.1 | -12
C=C(C)CNC(=O)c1ccc(OC2CCN(S(=O)(=O)N(C)C)CC2)cc1 | 3 | -2.6 | -1 | -3 | 7 | -3 | -4 | 1 | -0.2 | -4
CSc1ncccc1C(=O)Nc1ccc2c(c1)OCO2 | -3 | -0.5 | 2 | x | 8 | -3 | 0 | -1 | -8.4 | -5
O=C1COc2ccc3ccccc3c21 | 5 | -2.0 | -4 | -6 | 4 | -1 | -3 | 1 | 0.1 | 4
CCNC(=S)N(CCc1c(C)[nH]c2ccc(Cl)cc12)Cc1cccnc1 | 7 | -0.6 | 3 | -2 | 11 | -16 | 10 | 0 | 0.5 | 3
Nc1cc(Nc2ccccc2)c2nonc2c1[N+](=O)[O-] | -1 | -0.9 | -2 | -5 | 11 | -6 | 4 | 1 | 1.8 | 6
COC(=O)[C@H](CCSC)NC(=O)Cn1ccc(NC(=O)OCc2ccccc2)nc1=O | -8 | -6.9 | 1 | -4 | 0 | 4 | 4 | 0 | -1.7 | -6
COC(=O)c1cccc(NC(=S)NC(C)C)c1 | -7 | -2.0 | 0 | 15 | -8 | -6 | -1 | -1 | -0.6 | 3
Cc1ccc(/C=C/C(=O)Nc2cccc3cccnc23)o1 | -5 | -1.0 | -3 | 1 | -10 | -7 | 28 | 1 | -0.2 | -4
Cc1ccc(N2C(=O)c3ccccc3C2=O)cc1C | -8 | -0.6 | -1 | -5 | 27 | 5 | 0 | -1 | 3.0 | 1
CCOc1ccccc1NC1=NCC(=O)N1Cc1ccc(F)cc1 | -8 | -1.8 | 8 | -1 | -2 | x | 5 | -2 | 1.0 | 8
Cc1c(NC(=O)C(C)Sc2ccc3ccccc3n2)c(=O)n(-c2ccccc2)n1C (stereo not given) | -2 | -0.7 | 0 | -2 | -11 | 6 | -5 | x | 0.2 | -3
CCOC(=O)/C(C#N)=N/Nc1ccccc1C(=O)O | 5 | -0.5 | -2 | -9 | 4 | 4 | 9 | 1 | 0.9 | 4
Cc1nc2ccc(S(=O)(=O)Nc3ccc(-c4nc5cccnc5s4)cc3)cc2s1 | 8 | -0.4 | 4 | 6 | x | 2 | 5 | 5 | 5.0 | -11
O=C(COC(=O)c1nc(Cl)ccc1Cl)NC1CCCCCC1 | 5 | 0.0 | -1 | x | -6 | 2 | 1 | -2 | -1.7 | -8
Cc1ccc(S(=O)(=O)N2CCN(C(=O)CN3CCN(C)CC3)C2)cc1 | 2 | -2.6 | 0 | -2 | -3 | 14 | -1 | 1 | 0.3 | -2
O=C(Nc1cccc(C(=O)NC2CC2)c1)c1ccccc1 | -7 | -0.9 | 0 | -2 | 11 | -2 | -4 | 4 | 2.5 | 0
CCOc1nc(-c2ccccc2)ccc1-c1noc(-c2ccco2)n1 | -1 | 0.0 | 2 | -3 | -7 | 4 | -3 | 1 | -2.7 | -8
O=C(Cn1c(=O)n(-c2ccccc2)c(=O)n1CC(=O)N1CCCCC1)N1CCCCC1 | -9 | 0.3 | -4 | 2 | x | -8 | -2 | -1 | -1.1 | 1
O=C(c1cc(COc2ccc3ncccc3c2)on1)N1CCC[C@H]1CO | 1 | -0.9 | 0 | -6 | -3 | 6 | -2 | -1 | -0.3 | -7
CCc1cc(=O)oc2cc(OCC=C(C)C)ccc12 | -1 | -1.5 | 2 | -4 | 6 | 20 | -1 | 2 | -0.8 | -3
CN(C)S(=O)(=O)c1cccc(NC(=O)COc2ccc(S(=O)(=O)N3CCOCC3)cc2Cl)c1 | -1 | 0.4 | 1 | -2 | -5 | 4 | -4 | -3 | 2.3 | 7
O=C(Nc1cnn(Cc2ccc(Cl)c(Cl)c2)c1)C12CC3CC(CC(C3)C1)C2 | 3 | -2.5 | -1 | -2 | x | -6 | -3 | -2 | -0.5 | -2

A few values from above:
Reading for `O=C(Nc1cnn(Cc2ccc(Cl)c(Cl)c2)c1)C12CC3CC(CC(C3)C1)C2` in V-ATPase pHluor: -1
Reading for `O=C(c1cc(COc2ccc3ncccc3c2)on1)N1CCC[C@H]1CO` in CDK5 inh: -0.3
Reading for `Cc1ccc(N2C(=O)c3ccccc3C2=O)cc1C` in Rtt109 HAT inh: 5
Reading for `O=C(COC(=O)c1nc(Cl)ccc1Cl)NC1CCCCCC1` in RTF Ca sens act: 1
Reading for `CCOC(=O)/C(C#N)=N/Nc1ccccc1C(=O)O` in CAL PDZ FP-1: -0.5
Reading for `O=C(Nc1cccc(C(=O)NC2CC2)c1)c1ccccc1` in MITF TRPM1 HTS: 11
Reading for `CCOc1ccccc1NC1=NCC(=O)N1Cc1ccc(F)cc1` in V-ATPase pHluor: 8

Next section
SMILES | Tat export inh | CAL PDZ FP-1 | V-ATPase pHluor | CAL PDZ FP-2 | MITF TRPM1 HTS | Rtt109 HAT inh | RTF Ca sens act | Wnt bcat act | CDK5 inh | dFosB activator
COCCN(C(=O)c1ccc2ccccc2c1)c1c(N)n(Cc2ccccc2)c(=O)[nH]c1=O | -5 | -1.6 | 9 | 0 | 17 | -5 | 8 | -1 | 0.1 | -10
O=C(Nc1cccc2cccnc12)c1ccccc1Br | 11 | -0.4 | -3 | -3 | x | -7 | -10 | 9 | 0.8 | 1
CCOC(=O)/C(C#N)=C/N1CCOCC1 | 6 | 0.0 | 0 | -3 | 12 | -8 | 2 | 0 | -0.6 | 2
Nc1cccc(-c2nc3ccc(N)cc3s2)c1 | 9 | 0.0 | -1 | -1 | 33 | -17 | 0 | x | 3.1 | 5
CC1CCN(C(=O)c2ccc(SCc3ccccc3F)c([N+](=O)[O-])c2)CC1 | -9 | -1.6 | -2 | 3 | 6 | 3 | 7 | -3 | -0.1 | 1
Cn1c(Cc2ccccc2)nnc1SCC(=O)Nc1cccc(S(=O)(=O)NC2=NCCCCC2)c1 | -3 | -0.7 | -1 | -2 | 10 | -1 | -3 | 3 | 1.4 | -9
CC1Cc2cc(/C(O)=C3/C(=O)C(=O)N(CCCn4ccnc4)C3c3ccc([N+](=O)[O-])cc3)ccc2O1 (stereo not given) | 1 | -0.8 | -2 | -5 | 11 | 16 | 1 | -1 | -1.4 | -4
COc1cccc(N2C(=O)C3CCCN3C2c2ccc(Cl)cc2)c1 (stereo not given) | -24 | 0.1 | -1 | -1 | -1 | -5 | -5 | 0 | -0.7 | 2
CC(C)(C)C(=O)N1CCN(c2ncccc2C(F)(F)F)CC1 | -3 | -1.2 | -5 | x | 9 | 3 | -1 | 0 | 2.0 | -6
Cc1cc(=O)oc(C)c1C(=O)NCc1ccco1 | 4 | -2.7 | 7 | 2 | -9 | -6 | 5 | x | 0.3 | -5
COC(=O)Cc1ccc(NC(=S)NN2CCOCC2)cc1 | -5 | -1.4 | 0 | 23 | 4 | 13 | 3 | -1 | x | -12
Cc1cccc2nc(C(F)(F)F)nc(=O)n12 | -4 | -2.2 | 3 | -2 | 8 | 3 | 8 | x | 2.4 | -9
COc1cccc(C(=O)NCC(=O)N/N=C/c2c(C)[nH]c3ccccc23)c1 | -7 | -2.3 | 1 | -5 | 8 | -6 | -3 | -2 | -0.3 | -4
Cc1cc(C)n(Cc2cnc(N3CCOCC3)s2)n1 | 5 | -0.8 | -2 | -4 | 6 | 5 | 1 | 0 | 2.3 | -6
O=C1CC(c2ccccc2)Oc2ccccc21 (stereo not given) | -3 | -1.7 | 2 | -5 | 24 | 2 | 1 | 6 | -0.1 | 9
Cc1ccc(S(=O)(=O)N2CCOCC2)cc1C(=O)NCc1ccc(F)cc1 | 2 | 0.0 | 1 | x | 0 | -9 | 1 | x | -0.1 | -2
COCCC(C(=O)Oc1c(C(C)(C)C)cc(C)cc1C(C)(C)C)c1ccccc1 (stereo not given) | -9 | 0.4 | 1 | 3 | 7 | 7 | -2 | -9 | -6.3 | 1
CC(=O)c1cccc(NC(=O)C(=O)c2cn(CC(=O)N3CCCCC3)c3ccccc23)c1 | 2 | -4.2 | 3 | -3 | 4 | -5 | -1 | -1 | -1.2 | -16

Screening results deposited in PubChem BioAssay by several laboratories.
